Platelet DG rel: inhibitors of platelet dense granule secretion, primary screen, cell-based, MLPCN, human platelets; human platelet-rich plasma, SFLLRN dense granule ATP release, luminescence; inhibition, %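 (compounds screened at 7.5 µM in platelet-rich plasma)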; hit rate 0.22% among 300,000; AID 1663, 2009;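 active means mean replicate score, as percent of positive control, at or above 50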
KLF5 inhibitor: KLF5 expression inhibitors, primary screen, DLD-1 cells, luminescence | inhibition, % at 5 µM | DLD-1 KLF5 promoter-luciferase reporter | hit rate 0.23% among 290,000;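 active means inhibition above a per-plate limit of that plate's mean compound inhibition plus 3 SD, cut at about 60% in these data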;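 further: 0% = DMSO wells and 100% = LY294002 at 200 µM; higher means less KLF5 promoter-driven luciferase light; inactives centre near -14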
IEC-6 tox: cytotoxicity in IEC-6 intestinal epithelial cells, primary screen, cytotoxicity control for KLF5 inhibitor project, cell-based, luminescence | inhibition, % at 5 µM | IEC-6 cytotoxicity, luminescence viability | hit rate 0.78% among 290,000; in the data active means inhibition above about 22%;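 further: 0% = plate median of test compound wells and 100% = cytotoxic reference compound wells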
HIF act: HIF pathway transcriptional activators, primary screen, cell-based, U2OS HRE-luciferase, luminescence; U2OS HRE-luciferase reporter; normalized: DMSO 0%, desferrioxamine 100%; hit rate 0.32% among 300,000; AID 1910, 2009; activation, % at 7.5 µM (by protocol);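 active means mean activation of at least 10% of the iron chelator positive control signal, with at least half of replicates also reaching 10%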
AI-2 QS mod: Vibrio harveyi AI-2 quorum sensing modulators, primary screen, JMH597 strain, luminescence/OD600 ratio. AID 2094, 2009. hit rate 0.4% among 300,000. Vibrio harveyi JMH597 AI-2 luminescence/OD600 ratio, 9 h; stronger effect = lower value; strain lacks LuxN and CqsS sensors; 0 = neutral-control median. activity change, % at 7.5 µM; in the data active means activity change below about -75%, passing the limit was not always enough;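 further: luminescence divided by OD600 gain over 9 h not by final OD600 alone; inactives centre near 13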
aSyn UTR inh: MLPCN primary screen, SNCA 5' untranslated region | hit rate 0.82% among 300,000 | inhibition, % (tested at 7.5 µM) | AID 1813, 2009 | alpha-synuclein 5'UTR reporter, inhibitor activity; in the data active means inhibition above about 60%;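 further: H4 neuroglioblastoma cells stably carrying SNCA 5'UTR luciferase fusion; 0% = DMSO wells and 100% = positive control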
HSF1 inh: HSF1 inhibitors in luciferase reporter cells, primary screen, cell-based, NIH3T3, luminescence; AID 2098, 2009; NIH3T3-HGL HSE-luciferase, MG132-induced, luminescence 8 h; stronger effect = lower value; activity change, negative = inhibition, % at 7.5 µM (by protocol); hit rate 0.77% among 300,000;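 active means more than half of replicate wells show activity change below -50%, luminescence cut by over half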;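 further: luciferase reports HSF-1 transcriptional activity via heat shock element; 0% = median of DMSO wells and -100% = zero luminescence signal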
HSP90 refold inh: HSP90 inhibitors, primary screen, cell lysate, luminescence. AID 1789, 2009. inhibition, % at 5.6 µM. Heat shock protein HSP 90 (rabbit reticulocyte lysate; luciferase refolding). Rabbit reticulocyte lysate, luciferase refolding luminescence, 3 h. hit rate 0.91% among 290,000;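 active means inhibition above the screen-wide mean plus 3 SD, computed separately per campaign, cut at about 16% in these data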;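 further: 0% = DMSO wells and 100% = 60 µM geldanamycin wells; inhibitors lower the luminescence because luciferase stays unfolded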
HSF-1 act: HSF-1 activators, primary screen, NIH3T3-HGL cells, MG132 stress, luminescence, single point | AID 504408, 2011 | NIH3T3-HGL HSF-1 luciferase reporter, 8 h; 100% = twice DMSO control signal | activation, % at 9 µM | hit rate 1.7% among 300,000;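 active means mean replicate activation of at least 50% with a set share of replicates each reaching 50%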;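 further: 0% = median of the neutral control wells and 100% = twice that signal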
HDAC3 inhib: HDAC3 deacetylase inhibitors, primary screen, biochemical, fluorescence, cell-free homogeneous | Histone deacetylase 3 (Homo sapiens), O15379 | recombinant HDAC3, fluorogenic peptide/trypsin coupled | inhibition, % at 8.3 µM | hit rate 0.15% among 320,000; in the data active means inhibition above about 26%, passing the limit was not always enough
Target sequence (O15379 whole entry, looked up): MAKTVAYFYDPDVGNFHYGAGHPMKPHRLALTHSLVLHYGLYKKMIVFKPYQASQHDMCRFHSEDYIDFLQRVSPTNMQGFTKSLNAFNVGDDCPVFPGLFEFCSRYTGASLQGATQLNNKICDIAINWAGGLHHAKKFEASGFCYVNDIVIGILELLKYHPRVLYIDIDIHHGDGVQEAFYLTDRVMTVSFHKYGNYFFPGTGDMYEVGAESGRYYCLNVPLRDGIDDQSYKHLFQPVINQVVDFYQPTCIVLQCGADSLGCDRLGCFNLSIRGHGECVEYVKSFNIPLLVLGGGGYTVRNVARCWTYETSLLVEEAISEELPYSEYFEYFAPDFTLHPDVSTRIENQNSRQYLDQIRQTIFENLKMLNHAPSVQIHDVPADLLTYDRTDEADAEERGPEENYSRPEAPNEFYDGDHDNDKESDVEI
An asterisk follows results filed as active; . = not tested or not shown.

compound	Platelet DG rel	KLF5 inhibitor	IEC-6 tox	HIF act	AI-2 QS mod	aSyn UTR inh	HSF1 inh	HSP90 refold inh	HSF-1 act	HDAC3 inhib
O=C(CS(=O)c1ccc(Br)cc1)N1CCOCC1 (stereo not drawn)	-0.7	-19.7	4.3	1.0	31.6	-16.4	3.9	1.4	17.5	1.1
O=C(Nc1ccc(S(=O)(=O)N2CCc3ccccc3C2)cc1)C1CCCO1 (stereo not drawn)	-0.6	-38.3	-0.4	-0.2	26.2	7.1	-3.8	3.1	26.1	2.5
CCC(CC)c1nnc(NC(=O)CC(C)c2ccccc2)s1 (stereo not drawn)	-2.6	-24.1	0.7	0.8	.	11.0	1.8	2.6	5.3	1.4
CC1(C)CC(=O)C(C=Nc2cc(C(=O)c3ccccc3)ccc2N)=C(O)C1	1.8	5.9	5.6	1.1	71.4	-44.2	17.5	1.9	34.3	3.4
O=C(c1ccc(Oc2ccccc2)cc1)C1CCCN(C(=O)c2cnccn2)C1 (stereo not drawn)	3.2	-17.0	-1.0	-0.1	7.5	15.6	-0.7	-3.4	9.4	.
CCOCCOC(=O)c1cccc(NC(=O)OCC)c1	11.8	8.3	-1.6	-1.6	1.1	-25.0	-11.4	-5.7	-18.8	-2.0
O=C(Cn1c(=O)[nH]c2ccccc2c1=O)Nc1ccc2c(c1)OCCO2	0.6	-4.7	-7.7	-0.5	24.6	-23.2	-9.7	-3.3	-26.0	4.3
COC1CCN(C(=O)c2ccc(OC3CCN(CCc4ccccc4)CC3)cc2)CC1	0.1	-23.1	-2.5	0.2	28.2	11.1	4.0	1.5	-4.3	6.9
CC(=O)CSc1nc(N)c(C#N)c(-c2cccs2)c1C#N	-2.4	14.7	7.9	-0.1	12.9	21.3	-30.1	-0.5	-29.3	4.8
CCCCn1c(N)c(N(CCC(C)C)C(=O)c2c(C)noc2C)c(=O)[nH]c1=O	9.2	.	.	-1.8	8.0	-3.5	-13.4	.	2.0	0.0
CC(Nc1nc(-c2ccccc2O)nc2ccccc12)c1ccccc1 (stereo not drawn)	0.0	3.5	-6.0	-0.3	22.4	-20.3	8.6	4.4	20.7	7.6
CCN(CC)C(=O)NC1CC2CCCC(C1)N2Cc1ccccc1 (stereo not drawn)	-0.7	1.6	0.6	0.0	17.5	6.6	-4.6	3.0	-4.2	-1.8
C=CCN(C(=O)c1csnn1)C(C(=O)NC1CCCC1)c1c(F)cccc1Cl (stereo not drawn)	-2.4	-26.6	6.2	-0.3	35.1	-6.5	-6.8	5.5	3.7	-2.0
CN(Cc1ccccc1)C(=O)CN1C(=O)NC(C)(c2ccc(C(C)(C)C)cc2)C1=O (stereo not drawn)	-1.8	-23.7	-7.5	-1.4	25.5	6.4	1.3	-3.3	10.0	3.9
COc1ccc(COC(=O)C2=C(C)NC(=O)NC2c2cccc(Br)c2)cc1 (stereo not drawn)	-9.6	-6.5	-2.2	-1.7	14.4	20.0	4.8	-2.8	22.3	8.6
O=C(O)c1ccc(NS(=O)(=O)c2cc(Cl)ccc2Cl)cc1O	-0.7	-31.9	3.2	-0.2	17.0	6.5	-4.9	-4.3	6.0	14.3
CC(OC(=O)CCc1ccccc1)C(=O)Nc1ccc(Cl)cn1 (stereo not drawn)	0.1	.	.	-0.2	11.9	9.0	-3.5	.	-8.9	8.7
CNC(=S)N1CCc2cc(OC)c(OC)cc2C1COc1ccc(OC)cc1 (stereo not drawn)	8.1	10.5	10.2	-0.3	11.0	-2.9	-0.1	3.2	-8.0	2.6
Cc1cccc(OCCCN2C(=O)C(=O)c3cc(C)ccc32)c1	-4.4	-21.9	43.8*	0.1	8.6	-19.7	-0.3	4.0	10.3	4.4
CCOC(=O)N1CCN(CC(=O)Nc2nc3ccc(OC)cc3s2)CC1	-0.6	-22.8	-7.1	-10.3	15.2	14.5	0.0	-4.2	8.7	-4.3
Cc1ccc(CSc2ccc(C(=O)N3CCOCC3)cc2[N+](=O)[O-])cc1	11.2	-0.6	-3.2	-0.1	-2.3	-16.5	21.0	-6.4	-0.2	-2.2
CCOC(=O)C(NC(=O)CC)(Nc1ccc(S(=O)(=O)Nc2ncccn2)cc1)C(F)(F)F (stereo not drawn)	18.2	-8.3	-0.2	-0.2	8.1	4.0	-4.1	2.2	-6.0	-1.4
CCCn1c2ccccc2c2nnc(SCC(=O)OCC)nc21	-0.2	-17.1	0.9	-0.5	14.8	-13.5	3.4	6.4	2.6	2.0
CCOc1ccc(C(=O)C(C)OC(=O)Cn2cnc3c2c(=O)n(C)c(=O)n3C)cc1 (stereo not drawn)	-3.5	.	.	-0.2	16.1	-10.0	-1.7	.	1.4	1.8
CCN(CC)C(=O)CCc1nnc(CCc2c[nH]c3ccccc23)o1	2.2	-21.5	-3.1	0.1	1.3	21.2	2.0	-1.8	32.4	.
CCCCOc1ccc(C(=O)N/C(=C\c2cccc([N+](=O)[O-])c2)C(=O)OCc2ccco2)cc1	-2.1	-13.1	-0.4	0.1	11.3	5.3	-0.5	-1.6	13.2	10.1
Nc1ccn(Cc2ccccc2F)n1	-5.1	-24.1	3.1	0.3	.	5.4	-1.9	-0.5	4.7	-2.1
NC(=O)c1ccsc1NC(=O)CSc1ccccc1F	6.1	-70.8	2.0	2.2	10.1	-119.3	21.9	-3.3	57.7*	-1.2
COC(=O)[C@H](CCSC)NC(=O)Nc1cc(C)ccc1C	6.3	4.0	-6.8	-0.2	11.5	0.6	-7.0	-3.8	-8.2	8.7
COCCNC(=O)C(c1ccc(C)cc1)N(C(=O)CCC(=O)Nc1ccccn1)c1ccc(F)cc1 (stereo not drawn)	-20.8	-15.0	1.1	-0.1	13.6	21.9	-3.6	1.9	2.1	-1.0

2 compounds drawn at random from the list so far, as already listed:
compound	Platelet DG rel	KLF5 inhibitor	IEC-6 tox	HIF act	AI-2 QS mod	aSyn UTR inh	HSF1 inh	HSP90 refold inh	HSF-1 act	HDAC3 inhib
CNC(=S)N1CCc2cc(OC)c(OC)cc2C1COc1ccc(OC)cc1 (stereo not drawn)	8.1	10.5	10.2	-0.3	11.0	-2.9	-0.1	3.2	-8.0	2.6
COC1CCN(C(=O)c2ccc(OC3CCN(CCc4ccccc4)CC3)cc2)CC1	0.1	-23.1	-2.5	0.2	28.2	11.1	4.0	1.5	-4.3	6.9

More results
compound	Platelet DG rel	KLF5 inhibitor	IEC-6 tox	HIF act	AI-2 QS mod	aSyn UTR inh	HSF1 inh	HSP90 refold inh	HSF-1 act	HDAC3 inhib
Cc1ccc(C(C(=O)NCc2ccc(F)cc2)N(Cc2ccco2)C(=O)c2snc(C(N)=O)c2N)o1 (stereo not drawn)	-0.2	-19.4	1.2	-0.1	12.0	15.0	-5.7	-0.8	-3.5	9.7
Cc1ccc(C(C)C)c(OCC(=O)Nc2ccc3c(c2)nc(CCN2CCCCC2)n3C)c1	2.8	-14.0	6.2	-5.4	6.1	110.3*	11.1	0.1	23.3	-0.9
COc1cccc(CNC(=O)CCCc2nnc3n(C)c(=O)c4sccc4n23)c1	3.8	-14.2	3.2	-0.1	20.7	-7.7	5.5	-2.8	9.4	2.2
CCc1c(C)n([O-])c2c([n+]1=O)CCC2	-2.0	-8.0	-2.1	-0.3	-0.9	5.3	-5.8	5.9	-25.9	6.7
C=CCNC(=O)c1c(C(F)(F)F)nn(C)c1Cl	7.9	7.9	0.7	-0.3	10.0	-4.2	-54.5*	-1.7	-63.6	1.6
CC1Oc2cc3oc4c(O)c(O)ccc4c(=O)c3c(O)c2C1(C)C (stereo not drawn)	-2.9	.	.	5.3	215.5	-149.6	12.7	.	11.3	9.5
CC1(C)Cc2ccccc2C(N/N=C/c2cccc(F)c2)=N1	-0.4	-20.1	-7.1	-1.1	8.6	-15.9	-4.8	-0.9	15.4	-0.9
Cc1cc(C)n(C(=O)CCCC(=O)n2nc(C)cc2C)n1	-1.5	-34.5	-2.5	-0.5	12.6	-15.4	-6.3	0.1	3.2	-2.5
CCCOc1ccc(N2C(=O)CC(N(CCCO)C(=O)CC)C2=O)cc1 (stereo not drawn)	7.8	17.4	5.8	-0.2	13.7	1.5	-6.7	-0.5	19.2	2.2
O=C(Nc1ccc(F)cc1F)c1csc(-c2cccs2)n1	-1.7	-22.4	5.2	3.0	26.0	-270.1	5.7	2.4	-3.5	-6.6
Cc1ccc(-c2nnn3c2nc(NC(C)C)c2ccccc23)cc1	17.4	-26.0	3.7	0.6	7.4	49.5	0.1	2.2	10.0	4.1
CCOc1cc(S(=O)(=O)N2CCCCCC2)ccc1F	9.2	-13.8	-3.1	-0.5	7.3	24.4	-4.8	1.9	-2.7	2.0
CCCCSc1nnc(-c2ccccc2N)c(=O)[nH]1	-3.3	10.0	-2.4	1.8	17.6	-46.4	9.1	-3.6	20.5	.
CCSc1nnc(NC(=O)CSc2ncccn2)s1	0.6	4.5	3.6	0.2	18.7	0.7	1.1	4.6	3.9	-7.8
Cc1cccc(C(=O)NCCNC(=O)c2cccnc2)c1	-3.4	-13.6	-10.6	-2.0	12.5	-7.3	-0.6	-1.5	1.1	-0.4
O=C(CCC(=O)OCC(=O)c1cccc([N+](=O)[O-])c1)Nc1ccccc1Cl	1.0	-15.5	3.6	0.0	23.2	-9.5	-6.8	1.9	-5.9	0.6
CC(C)(C)N1CC(COc2ccccc2)OC1=O (stereo not drawn)	-2.6	-10.0	4.8	0.1	15.5	-41.4	4.2	2.0	6.2	0.3
CNC(=S)Nn1cnc2ccccc21	2.7	5.6	-4.5	0.2	15.7	-12.4	-3.9	9.1	-8.6	.
COc1ccccc1-c1c(-c2ccc(OCC(=O)NN)cc2O)n[nH]c1C(F)(F)F	11.7	-5.1	0.2	-0.9	14.8	-2.2	-10.0	1.6	-8.2	11.6
CC1=C(C(=O)OCc2ccccc2)C(c2ccc([N+](=O)[O-])cc2)NC(=O)N1C (stereo not drawn)	6.4	-34.1	-1.5	3.8	7.6	6.4	12.4	3.6	29.1	0.8
CC(CCc1ccccc1)NC(=O)CN(C)Cc1ccccc1F (stereo not drawn)	-4.1	-9.4	-0.2	0.1	-0.4	17.1	4.2	5.0	14.5	6.4
c1ccc(COc2ccc(OCCn3cncn3)cc2)cc1	4.5	-84.3	3.0	2.7	-55.7	-110.0	10.5	-0.1	26.5	-1.4
COc1ccc(-c2cc(C(F)(F)F)nc(NCc3cccnc3)n2)cc1	11.7	-15.6	2.9	0.0	16.9	15.9	0.9	4.2	11.4	12.5
CCC(C)NC(=O)CN(c1ccc(Cl)c(Cl)c1)S(C)(=O)=O (stereo not drawn)	5.2	-33.5	-1.6	-0.2	9.0	-26.3	-1.4	3.4	5.4	2.9
O=C(COC(=O)C1CCC(N2C(=O)C3C4CCC(C4)C3C2=O)CC1)c1ccc(F)cc1 (stereo not drawn)	12.6	-18.4	4.9	-0.1	15.8	-2.2	13.8	-1.9	32.6	1.7

Screens from PubChem.
